Bioassay records deposited in PubChem BioAssay by Emory University Molecular Libraries Screening Center.
PGE2 EP2 inh = human EP2 receptor antagonists, primary screen, TR-FRET cAMP, C6 glioma cells; Prostaglandin E2 receptor EP2 subtype (Homo sapiens), P43116; C6 glioma cells expressing human EP2; cells stimulated with saturating PGE2; inhibition, % at 25 µM; 0.52% of 260,000 active;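 active = percent inhibition above 40 after rounding to a whole number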;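 note: rat C6 glioma host cells with rolipram phosphodiesterase inhibitor present; the protocol text gives 20 µM as final concentration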
Target sequence (P43116 whole entry, looked up): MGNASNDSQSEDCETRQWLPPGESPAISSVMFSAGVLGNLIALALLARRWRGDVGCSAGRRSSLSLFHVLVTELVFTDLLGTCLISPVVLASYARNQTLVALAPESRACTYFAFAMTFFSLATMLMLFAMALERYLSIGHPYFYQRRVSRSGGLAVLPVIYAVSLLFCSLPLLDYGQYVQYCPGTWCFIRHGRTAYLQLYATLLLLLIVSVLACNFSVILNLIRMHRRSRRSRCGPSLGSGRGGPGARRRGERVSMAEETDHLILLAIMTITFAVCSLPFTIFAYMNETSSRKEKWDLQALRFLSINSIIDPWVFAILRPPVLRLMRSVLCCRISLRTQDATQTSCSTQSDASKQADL
* = called active by the depositor; & = joins results of further samples. An excerpt; count on the stated rates, not on these rows.

| smiles | PGE2 EP2 inh |
| --- | --- |
| CCOC(=O)N1CCN(C(=O)CCN2C(=O)/C(=C\c3cccc(OC)c3)SC2=S)CC1 | 10.8 |
| O=C(c1ccc(Cl)cc1Cl)N1CCOCC1 | 12.0 |
| Cc1nc(NC2CCN(C(=O)c3ccc4c(c3)OCO4)CC2)[nH]c(=O)c1C | 9.0 |
| Clc1cccc(-n2cnnn2)c1 | 6.1 |
| Cc1nnc(S(=O)(=O)c2ccc(N=Nc3c(N)nc(N)nc3N)cc2)s1 | 37.4 |
| CCN1CCN(C(=O)C2CCN(S(=O)(=O)c3cc(Cl)ccc3Cl)CC2)CC1 | 5.3 |
| CC(=O)N[C@H](Cc1c[nH]c2ccccc12)C(=O)O | 11.7&9.1 |
| CN(C)C(=O)Nc1ccc(Cl)c(Cl)c1 | 12.9 |
| CCCC(=O)Nc1ccc(NC(=O)c2cc3ccccc3o2)c(OC)c1 | 10.0 |
| CCc1ccccc1OCC(=O)Nc1ccc(S(=O)(=O)Nc2nccs2)cc1 | 12.5 |
| COc1ccc2[nH]c(CN3CCC(O)(c4ccccc4OC)CC3)c(C)c2c1 | 5.5 |
| CC(=O)Nc1cc(C(=O)OCC(=O)c2cccs2)ccc1C | 12.3 |
| Cc1ccc(C(=O)N[C@@H](C)Cn2nnc3ccccc32)cn1 | 6.9 |
| COc1ccc(C)cc1NC(=O)CSc1nc2sc3c(c2c(=O)[nH]1)CCC(C)C3 (configuration not stated) | 19.0 |
| O=C(O)[C@@H]1O[C@H]1C(=O)O | 9.5 |
| Cc1nn(C)c(C)c1CCC(=O)NC(C)Cn1nc2c(C)cc3ccccc3n2c1=O (configuration not stated) | 6.4 |
| Oc1ccccc1CNCc1ccccc1O | 8.4 |
| COc1ccc(-c2nc3n(c2NC(C)(C)C)CCNC3)cc1OC | 7.9 |
| COc1ccccc1-c1cc(C(F)(F)F)n2nc(C(=O)O)c(Cl)c2n1 | 12.2 |
| CC(NC(=O)c1ncoc1-c1ccc2ccccc2c1)c1ccccn1 (configuration not stated) | 3.9 |
| C#C[C@]1(O)CC[C@H]2[C@@H]3CCC4=CC(=O)CC[C@@H]4[C@H]3CC[C@@]21C | 14.4 |
| COc1ccc2cc(CN(C(=S)NC(C)c3ccccc3)C3CCCC3)c(=O)[nH]c2c1 (configuration not stated) | 12.2 |
| COc1ccc(C2(NC(=O)c3c(-c4ccncc4)noc3C)CCCC2)cc1 | 2.4 |
| O=C(O)c1cncc(C(=O)O)c1 | 8.3 |
| CCc1ccc2nc(SCC(=O)Nc3cc(C)ccc3OC)c(C#N)cc2c1 | 17.1 |
| CCCCC1=CC2=CC(=O)C(C)(OC(=O)c3ccco3)C(=O)C2=CO1 (configuration not stated) | 0.5 |
| CC1(C)C(=O)CC[C@@]2(C)C1C[C@@H](O)[C@@]1(C)C3=CC(=O)O[C@@H](c4ccoc4)[C@]3(C)CCC21 (some centres not stated) | 12.8 |
| CCn1c(SCC(=O)Nc2cc(C(F)(F)F)ccc2Cl)nnc1-c1cccnc1 | 10.2 |
| CC(=O)N1CCCc2cc(C(O)CN3CCC(C(F)(F)F)CC3)ccc21 (configuration not stated) | 6.4 |
| COc1cccc(-n2c(SCC(=O)N3C(C)CCCC3C)nnc2-c2ccncc2)c1 (configuration not stated) | 15.2 |
| COc1ccc(CC(=O)Nc2nnc(-c3ccc(OC)c(OC)c3)s2)cc1OC | 9.2 |
| CCN(Cc1cc2cc(C)ccc2[nH]c1=O)C(=O)c1cc(OC)cc(OC)c1 | 4.8 |
| CCOC(=O)C[C@H]1c2ccc(C(F)(F)F)cc2S(=O)(=O)N1c1cccc(OC)c1 | 14.1 |
| CC(=O)Nc1cccc(O)c1 | 10.8 |
| Cc1nc2c(c(=O)[nH]1)CCN(C(=O)C1(c3ccc(Cl)cc3)CCCC1)C2 | 4.7 |
| NNC(=O)CNC(=O)/C=C/c1ccco1 | 19.7 |
| COc1ccc(OC)c(CN(Cc2coc3ccc(C)cc3c2=O)CC2CCCO2)c1 (configuration not stated) | 5.3 |
| C[C@]12CCc3occc3C1CC[C@@]13C[C@@H](CCC12)[C@@](O)(CO)C3 (some centres not stated) | 12.7 |
| C=CCOc1cccc(C2C(C(=O)c3ccc(C)o3)=C(O)C(=O)N2Cc2cccnc2)c1 (configuration not stated) | 12.9 |
| CCn1c(-c2ccc(OC)cc2)cnc1SCC(=O)Nc1ccc(N(C)C)cc1 | 32.7 |
| CC1CCCCN1C(=O)CN1C(=O)N2CCN=C2c2ccccc21 (configuration not stated) | -1.3 |
| CCOc1ccc2nc3c(cc2c1)CN(CCO)C(=Nc1cccc(OC)c1)S3 | 6.2 |
| CC(C)NC(=O)Cn1cc(CN2CCCC(CN3CCCC3)C2)c2ccccc21 (configuration not stated) | 2.8 |
| Cc1ccc2cc(CN(CCO)C(=O)NCc3ccccc3)c(=O)[nH]c2c1 | 5.4 |
| CC(Cc1cccs1)NC(=O)Cn1ccc2ccc(F)cc21 (configuration not stated) | 1.8 |
| COc1cccc(CNC(=O)CN2CCC(c3ccc4c(c3)OCO4)CC2)c1 | 4.3 |
| O=C1NC(=O)N(C2CCCCC2)C(=O)/C1=C\c1ccc2c(c1)OCO2 | 7.7 |
| CC(C)c1nc(SCC(=O)N2CCOCC2)c2c3c(sc2n1)CCCC3 | 20.4 |
| COc1ccccc1C1(NC(=O)Cc2nc(C)sc2-c2ccccc2)CCCC1 | 5.8 |
| CC(=O)c1cccc(NC(=O)CSc2nnc(-c3ccco3)n2C)c1 | 4.8 |
| CCNCc1cc2c(-c3cccc(F)c3)nn(-c3ccccc3)c2[nH]c1=O | 9.9 |
| CCOC(=O)CSc1nnc(COc2ccc(Cl)cc2)n1CC | 5.6 |
| c1cc[n+](CCCC[n+]2ccccc2)cc1 | 7.4 |
| Cc1ccc(C)c(/C(O)=C2/C(=O)C(=O)N(CCCN(C)C)C2c2cccnc2)c1 (configuration not stated) | 8.7 |
| COc1ccc(C2=CC3=CC(=O)C(C)(O)C(=O)C3=CO2)cc1 (configuration not stated) | 9.5 |
| CCOc1ccccc1-n1c(SCC(N)=O)nnc1-c1ccccn1 | 1.8 |
| CCC(CN1CCOCC1)NC(=O)Cc1cn(CC)c2ccccc12 (configuration not stated) | 5.1 |
| Cc1nc2c(c(=O)[nH]1)CCN(Cc1ccc3c(c1)CCCN3C)C2 | 11.7 |
| CCCC1C(C#N)=C(N)OC2=C1C(=O)CCC2 (configuration not stated) | 11.7 |
| Cc1ccc2[nH]c(=O)c(C(c3nnnn3C3CCCC3)N3CCC(O)CC3)cc2c1 (configuration not stated) | 13.8 |

(listing goes on)
| smiles | PGE2 EP2 inh |
| --- | --- |
| CCc1nnc(NS(=O)(=O)c2ccc(NC(=O)CCC(=O)OC)cc2)s1 | 17.1 |
| Cc1nnc(SCC(N)=O)n1-c1ccccc1 | 10.7 |
| Cc1cc(-c2cc(N)c(=O)n(CC(=O)NCc3ccccc3)n2)c(C)o1 | 8.8 |
| CCOc1ccc2cc3c(N)c(C(=O)N4CCOCC4)sc3nc2c1 | 30.6 |
| CC(C(=O)O)c1ccc2c(c1)[nH]c1ccc(Cl)cc12 (configuration not stated) | 12.9 |
| O=C(Cc1cccs1)Nc1ccccc1-c1nnn(CC(=O)N2CCc3ccccc3C2)n1 | 8.1 |
| O=C(CCBr)N1CCN(C(=O)CCBr)CC1 | 14.8 |
| COc1ccc(CCNC(=O)CNC(=O)c2ccco2)cc1 | 10.0 |
| COc1ccc2nc(Nc3nc(C)c(C(C)=O)c(C)n3)nc(C)c2c1 | 4.5 |
| COc1cc2sc(NC(=O)c3cc(OC)c(OC)c(OC)c3)nc2cc1Cl | 14.6 |
| CC(C)n1c(=O)oc2cc(S(=O)(=O)NC3(c4ccc(F)cc4)CC3)ccc21 | 6.0 |
| CCc1ccccc1NC(=O)CSc1nc2cc(C)cc(C)c2cc1C#N | 15.4 |
| Cc1nc(-c2ccccc2)c(CC(=O)Nc2cc3c(cc2C)OCCO3)s1 | 4.3 |
| COc1ccc(C)cc1S(=O)(=O)N(C)CC(=O)N1CCN(c2ccccc2F)CC1 | 14.8 |
| Cc1ccc(S(=O)(=O)CCCOC(=O)Nc2cccnc2)cc1 | 17.6 |
| CCCn1c(CNc2n[nH]c3nc(C)cc(C)c23)nc2ccccc21 | 9.7 |
| CC(C)n1c(=O)oc2cc(S(=O)(=O)N(Cc3ccccn3)C3CC3)ccc21 | 7.4 |
| COc1cc(C(=O)O)c2c(c1C)OC(=O)c1c(C)cc(O)c(C=O)c1O2 | 15.6 |
| CCc1ccccc1NC(=S)N(Cc1cc2cccc(C)c2[nH]c1=O)CC1CCCO1 (configuration not stated) | 6.7 |
| O=C(c1cccnc1)N1CCN(C(=O)c2ncoc2-c2ccccc2)CC1 | 7.0 |
| Cc1ccc(C)c(NC(=O)CSc2nnc3c4c5c(sc4nc(C)n23)CCCC5)c1 | 9.2 |
| CCOc1cccc(C2C(C(=O)c3ccco3)=C(O)C(=O)N2CCCN(C)C)c1 (configuration not stated) | 4.6 |
| CCOC(=O)C[C@H]1c2ccc(C(F)(F)F)cc2S(=O)(=O)N1C1CCCC1 | 15.3 |
| O=C(COC(=O)c1ccccn1)Nc1ccc(Cl)c(Cl)c1 | 20.2 |
| CC1=CC2=NC(=O)CC(C)(C(=O)NCCCN3CCCc4ccccc43)N2C=C1 (configuration not stated) | 1.7 |
| Cc1cc(C)c2cc(CN(CCO)C(=S)Nc3cccc(Cl)c3)c(=O)[nH]c2c1 | 8.2 |
| COc1ccc(Cl)cc1NC(=O)CSc1nnc(-c2ccco2)n1C | 14.9 |
| CCOc1ccc2nc3sc(C(=O)Nc4nnc(CC)s4)c(N)c3cc2c1 | 13.0 |
| Cn1c(=O)n(C)c2cc(C(=O)N3CCC(c4ccncc4)CC3)ccc21 | 4.5 |
| O=C(Nc1cc(Br)ccc1O)C1CC(c2ccccc2Cl)=NO1 (configuration not stated) | 13.4 |
| COc1ccc(C)cc1NC(=O)CSc1nc2c(C)ccc(C)c2cc1C#N | 22.8 |
| C=CCNC(=O)c1onc(CSc2ccc(F)c(F)c2)c1C(=O)NCC=C | 9.7 |
| C=CCn1c(Cc2ccc(OC)cc2)nnc1SCC(=O)NC1CCCCC1 | 5.9 |
| O=C(Nc1ccc(Nc2ccccc2)cc1)c1cccs1 | 13.0 |
| C=C(C)c1cccc(C(C)(C)NC(=O)Nc2cccnc2)c1 | 7.9 |
| COc1cccc(C2(NC(=O)c3cnccn3)CCCC2)c1 | 4.0 |
| Cc1ccccc1N(CC(=O)NC1CCCC1)C(=O)CN1C(=O)COc2ccccc21 | 7.9 |
| COc1cc(CN2CCN(C(=O)c3ccc(F)cc3)CC2)cc(OC)c1O | 15.6 |
| CCCC[C@@H]1CN=C(N)N1CCCC | 10.8 |
| COc1cc2oc3cc(C#Cc4ccc(N)cc4)ccc3c(=O)c2cc1OC | 24.1 |
| CCCNC(=O)C1(CC2CC(c3ccccc3)=NO2)CCN(C(=O)C2(C)CC2)CC1 (configuration not stated) | 17.8 |
| COc1cccc(C2CC(C(F)(F)F)n3ncc(C(=O)NCCCN4CCOCC4)c3N2)c1 (configuration not stated) | 6.7 |
| Cc1cccc(NC(=O)CN2CCC3(CC2)NC(=O)c2ccccc2O3)n1 | 0.8 |
| CCC(=O)N1C2CCC1CC(O)(c1nccn1C)C2 (configuration not stated) | 8.6 |
| CCN(CC)CCN(Cc1cc2ccc(C)cc2[nH]c1=O)C(=S)Nc1cccc(C)c1 | 11.3 |
| CCOC(=O)c1oc2cc(O)cc(O)c2c(=O)c1OCc1ccccc1 | 14.2 |
| COc1cc(C2/C(=C(/O)c3ccc(F)cc3)C(=O)C(=O)N2CC2CCCO2)ccc1O (configuration not stated) | 9.0 |
| COCCN(C(=O)c1csnn1)C(C(=O)NC1CCCCC1)c1ccccc1 (configuration not stated) | 8.0 |
| COc1ccc(CCNC(=O)c2sc3nc4ccc(C)cc4cc3c2N)cc1OC | 2.6 |
| O=C(c1cccs1)N1CCC[C@@H]1Cn1nc(-c2cccs2)ccc1=O | 10.5 |
| CC1CCCCC1NC(=O)Cn1ncc2cccn2c1=O (configuration not stated) | 4.7 |
| CCC(=O)OC1[C@@H]2CC3=C4CC(=O)O[C@@H](c5ccoc5)[C@]4(C)CCC3C(C)(C2=O)[C@@H](CC(=O)OC)C1(C)C (some centres not stated) | 9.2 |
| CCCOC(=O)Cn1cnc2scc(-c3ccc(OCC)cc3)c2c1=O | 9.2 |
| C#CCOc1ccc(Br)cc1C(c1c(C)[nH][nH]c1=O)c1c(C)[nH][nH]c1=O | 10.8 |
| CCc1nn(CC(=O)N2CCCC(C)C2)c(=O)c2cc3occc3n12 (configuration not stated) | -0.3 |
| Cc1cc(NCCNS(=O)(=O)c2cn(C)nc2C)c2ccccc2n1 | 8.5 |
| Cc1cc(C)c2c(c1)c(C)cc1nnc(SCC(=O)O)n12 | 14.5 |
| CCCc1cc(CNC(=O)C2(c3ccccc3F)CC2)on1 | 4.1 |
| O=C1NN=C(CC(=O)N2CC[C@@H](c3ccccc3)[C@H](O)C2)C2C=CC=CC12 (some centres not stated) | 6.2 |
| CC1(C)Oc2ccc(C(=O)NC3CC3)cc2N(Cc2ccccc2F)C1=O | 7.6 |
| COc1ccc2cc(CN(Cc3ccco3)C(=O)Nc3ccccc3F)c(=O)[nH]c2c1 | 15.9 |
| CCN(CC)CCCN(Cc1cc2cccc(C)c2[nH]c1=O)C(=O)NC1CCCCC1 | 11.6 |

Sorted by molar mass (smallest number first): part of the list above
| smiles | PGE2 EP2 inh |
| --- | --- |
| CCC(=O)N1C2CCC1CC(O)(c1nccn1C)C2 (configuration not stated) | 8.6 |
| CCCc1cc(CNC(=O)C2(c3ccccc3F)CC2)on1 | 4.1 |
| CCOC(=O)c1oc2cc(O)cc(O)c2c(=O)c1OCc1ccccc1 | 14.2 |
| O=C1NN=C(CC(=O)N2CC[C@@H](c3ccccc3)[C@H](O)C2)C2C=CC=CC12 (some centres not stated) | 6.2 |
| COc1ccc(CCNC(=O)c2sc3nc4ccc(C)cc4cc3c2N)cc1OC | 2.6 |
| CCN(CC)CCCN(Cc1cc2cccc(C)c2[nH]c1=O)C(=O)NC1CCCCC1 | 11.6 |
| COc1cccc(C2CC(C(F)(F)F)n3ncc(C(=O)NCCCN4CCOCC4)c3N2)c1 (configuration not stated) | 6.7 |
